Kir21 block: inhibitors of mouse Kir2.1 inward-rectifier potassium channel. Inward rectifier potassium channel 2 (Mus musculus), P35561. HEK293-Kir2.1, FluxOR thallium flux fluorescence; active compounds read low. B-score at 10 µM. hit rate 0.85% among 310,000;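 active means fluorescence ratio B-score at or below minus 3 SD of library scores, with starting-brightness B-score within 2 SD, cut at about -4.2 in these data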;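 further: channel flux triggered by added potassium and thallium sulfate stimulus; B-score of peak minus minimum fluorescence over baseline after thallium stimulus; more negative B-score means stronger Kir2.1 block with less thallium influx; some compounds called inactive have numbers as strong as hits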
Target sequence (P35561 whole entry, looked up): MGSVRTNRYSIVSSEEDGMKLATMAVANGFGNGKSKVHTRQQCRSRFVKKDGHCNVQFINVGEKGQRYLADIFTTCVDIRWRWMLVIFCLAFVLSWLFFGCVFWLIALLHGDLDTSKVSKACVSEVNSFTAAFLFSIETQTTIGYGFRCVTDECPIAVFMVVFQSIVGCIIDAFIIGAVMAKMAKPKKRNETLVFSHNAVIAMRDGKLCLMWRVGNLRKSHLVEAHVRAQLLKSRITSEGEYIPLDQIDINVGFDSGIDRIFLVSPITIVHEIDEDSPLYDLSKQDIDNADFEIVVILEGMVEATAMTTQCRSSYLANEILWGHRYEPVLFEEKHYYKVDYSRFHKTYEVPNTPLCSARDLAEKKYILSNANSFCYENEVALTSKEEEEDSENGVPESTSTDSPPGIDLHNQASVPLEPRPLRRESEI
STK33 inh: inhibitors of purified STK33 kinase, primary screen, biochemical, ADP-Glo luminescence, homogeneous, cell-free; hit rate 0.073% among 320,000; Serine/threonine-protein kinase 33 (Homo sapiens), Q9BYT3; inhibition, % at 10 µM; MBP phosphorylation;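 active means inhibition at or above 25%, using the most active replicate where run in duplicate; inactive means inhibition below 25%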
Target sequence (Q9BYT3 whole entry, looked up): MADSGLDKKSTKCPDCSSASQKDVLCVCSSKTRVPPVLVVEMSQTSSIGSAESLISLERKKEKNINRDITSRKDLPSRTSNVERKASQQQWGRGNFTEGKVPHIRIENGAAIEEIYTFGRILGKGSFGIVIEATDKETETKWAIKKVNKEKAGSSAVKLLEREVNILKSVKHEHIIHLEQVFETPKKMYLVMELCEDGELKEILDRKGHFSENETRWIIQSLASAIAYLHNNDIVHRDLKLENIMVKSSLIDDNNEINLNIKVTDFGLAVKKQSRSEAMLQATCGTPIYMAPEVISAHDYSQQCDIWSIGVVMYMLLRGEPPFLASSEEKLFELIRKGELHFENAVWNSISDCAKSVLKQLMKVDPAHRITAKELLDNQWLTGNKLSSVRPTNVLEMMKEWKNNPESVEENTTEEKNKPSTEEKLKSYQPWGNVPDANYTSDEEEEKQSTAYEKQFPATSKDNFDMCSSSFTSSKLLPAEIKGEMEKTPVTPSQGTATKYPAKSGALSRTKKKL
KCNQ2 block: KCNQ2 potassium channel inhibitors, primary screen, cell-based, CHO-K1, FluxOR thallium flux, B-score (AID 2156); Potassium voltage-gated channel subfamily KQT member 2 (Rattus norvegicus), O88943; 20 min; active compounds read low; B-score at 10 µM; hit rate 1.1% among 310,000;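 active means fluorescence ratio B-score at most minus 3 library SDs, with starting brightness B-score within 2 library SDs, cut at about -5.5 in these data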
An asterisk follows results filed as active; i = inactive; x = no result given.

Kir21 block | STK33 inh | KCNQ2 block | compound
-0.46 | -0.2 | i | COCC(=O)N(CCc1ccc(OC)c(OC)c1)Cc1cc2cc(C)ccc2nc1Cl
-0.25 | -1.5 | i | Fc1ccc(NC(=S)Nc2ccc(Cl)cc2)cc1
0.57 | -1.3 | i | NS(=O)(=O)c1ccc(CCNC(=O)CNC(=O)c2ccccc2Br)cc1
2.4 | x | i | COc1cc(NS(=O)(=O)c2cccc3nsnc23)c(C(=O)O)cc1OC
-0.55 | -1.4 | i | O=C(NCc1ccccc1)C(c1cccnc1)N(C(=O)c1ccccn1)c1ccc(F)cc1 (stereo not given)
0.17 | -1.1 | i | Cc1c(C)n(CCO)c2ncnc(Nc3ccc(F)cc3)c12
2 | 0.1 | i | Cc1cc(C)c(NC(=O)CNC(=O)COC(=O)/C=C/c2cccs2)c(C)c1
0.45 | 7.8 | i | CC(Sc1nnc(C2CCCCC2)n1N)C(=O)NCc1ccc2c(c1)OCO2 (stereo not given)
-1.5 | 8.0 | i | O=C(O)c1ccc(NNC(=S)Nc2cc(C(F)(F)F)ccc2Cl)cc1
0.72 | 1.1 | i | CCc1cccc2c1NC(=O)C21N2CCCC2C(C(=O)c2ccc3ccccc3c2)C12C(=O)Nc1ccccc12 (stereo not given)
-2.6 | 0.7 | i | CO/N=C(/CS(=O)(=O)c1ccc(Br)cc1)c1ccc(OC)cc1
3.7 | -1.6 | i | Cc1c(NC(=O)c2cc(-c3cccs3)on2)c(=O)n(-c2ccccc2)n1C
-0.87 | -0.6 | i | O=C(Nc1ccc(NC(=O)c2ccc([N+](=O)[O-])cc2[N+](=O)[O-])cc1)c1ccco1
-1.5 | 0.5 | i | CCC1=C(OC(=O)N(CC)CC)N2C(=O)OC(=NCc3ccccc3)[C@]2(C)[C@H]2C1=CC[C@H]1C(=O)NC(=O)[C@H]12
-0.49 | -1.7 | i | O=C(O)C(CC1CCCCC1)N1CCS(=O)(=O)CC1 (stereo not given)
-3.3 | 7.1 | i | CCN(CC)CCn1c(=N)n(CCOc2ccccc2)c2ccccc21
-1.5 | 0.0 | i | N#Cc1c(NCCCO)nc(NCc2ccccc2)c2c1CCN(Cc1ccccc1)C2
0.15 | -1.9 | i | COc1ccc(C(=O)CN2C(=O)NC3(CCc4ccccc43)C2=O)c(OC)c1 (stereo not given)
-0.17 | -0.5 | i | O=C(CCOc1ccccc1)Nc1nnc(-c2ccc3c(c2)OCCO3)o1
-0.5 | -2.5 | i | Cc1cc(C)n(C(=O)c2ccncc2)n1
0.78 | -0.1 | i | Cn1cccc1C1C(C#N)=C(N)OC2=C1C(=O)CC(C)(C)C2 (stereo not given)
-0.01 | -2.4 | i | Cc1ccc(/C=N/NC(=O)CNC(=O)c2cccc([N+](=O)[O-])c2C)o1
-2.3 | -0.2 | i | CC(=O)N(Cc1ccco1)C1(C(=O)NC2CCCCC2)CCCCC1
-1.1 | 0.0 | i | CCN(CC)S(=O)(=O)c1cccc(NC(=O)c2ccc(Br)cc2)c1
1.2 | 2.9 | i | CC(=O)N1CCN(c2ccccc2NC(=O)c2ccc(-c3cccc([N+](=O)[O-])c3)o2)CC1
0.05 | -0.1 | i | O=C(COC(=O)c1cccc(O)c1)Nc1ccc(OC(F)F)cc1
-0.4 | -0.4 | i | Cn1ncc(N)c1C(=O)Nc1cccc(C(F)(F)F)c1
-3.8 | -0.4 | i | CCc1ccc(NC(=O)c2ccc3c(=O)n4c(nc3c2)CCCCC4)cc1
0.95 | 1.2 | i | CC1(C)CC(=O)C([N+](=O)[O-])=C(NCCCO)C1
1.9 | 0.6 | i | Cc1ccc(NC(=O)CSc2nnc(-c3cc(C)[nH]n3)n2N)cc1
0.11 | -0.6 | i | C[C@@H](C(=O)Nc1ccc2ccccc2c1)[C@H]1C[C@]1(C)[C@H](NC(=O)c1cnccn1)c1ccccc1
-0.91 | 2.5 | i | CCn1c2ccccc2c2nc3ccccc3nc21
-0.53 | -3.4 | i | Cc1ccccc1NC(=O)CCC(=O)OCC(=O)c1ccc(-c2ccccc2)cc1
1.3 | -0.1 | i | Cc1ccccc1C(=O)NC(CC(C)C)C(=O)OCC(=O)c1c(N)n(C)c(=O)n(C)c1=O (stereo not given)
-0.12 | -1.2 | i | CCOC(=O)N1CCN(C(=S)Nc2ccccc2C(C)C)CC1
-0.75 | -0.5 | i | CCN(CC)CCNCC(=O)N1c2ccccc2CCc2ccc(NC(=O)OC)cc21
0.17 | -0.9 | i | CCOC(=O)N1CCC(N2CCN(Cc3ccc(F)c(F)c3)C(CCO)C2)CC1 (stereo not given)
-2.2 | -0.1 | i | CC1CCC(C(=O)NC(C(=O)Nc2ccccn2)C(C)C)CC1 (stereo not given)
0.4 | -0.6 | i | CCCC(=O)c1cc2ccccc2oc1=O
-0.17 | 0.6 | i | O=C(Nc1nc2c(F)cc(F)cc2s1)c1ccccn1
-0.2 | -0.8 | i | Cc1ccccc1N1CCN(CCN2C(=O)CC(=C3c4ccccc4-c4ccccc43)C2=O)CC1
-0.55 | -0.8 | i | CCOc1ccccc1C(=O)NCC(=O)NCCCc1ccccc1
-1.2 | -1.7 | i | CN1CCN(C(=O)c2cc(-c3ccco3)on2)CC1
0.82 | 0.8 | i | COc1ccccc1C(=O)N/C(N)=N/c1nc2ccccc2o1
0.86 | 0.4 | i | [O-]/C(=C(\C(=S)NCc1ccc2c(c1)OCO2)[n+]1ccccc1)c1ccc(Cl)s1
0.3 | -0.7 | i | O=C(CCCCCNC(=O)c1ccccc1Br)N=Nc1c(O)[nH]c2ccccc12
1 | -1.3 | i | CC(C)Oc1ccc(C(=O)O)cc1
-0.47 | -1.1 | i | CN1CCN(c2ccc(NC(=S)NC(=O)c3cccc4c(Cl)cccc34)cc2)CC1
1.3 | 1.0 | i | CC(=O)c1cnc2nc(C(F)(F)F)nn2c1C
0.18 | -2.4 | i | COCCNC(=O)CN1C(=O)CSc2ncccc21

(next part)
Kir21 block | STK33 inh | KCNQ2 block | compound
0.23 | -1.9 | i | COc1ccc(NC(=O)CCCSc2ccccc2)cc1S(N)(=O)=O
0.36 | -3.2 | i | COC(=O)C(CCSC)NC(=O)CNS(=O)(=O)c1ccc(Cl)cc1 (stereo not given)
0.59 | -2.7 | i | Nn1c(SCc2cn3ccccc3n2)nnc1-c1ccncc1
-0.06 | -0.7 | i | CCOC(=O)N1CCN(S(=O)(=O)c2ccc(C(=O)Nc3nnc(C)o3)cc2)CC1
0.57 | 0.0 | i | CCc1nc2sccc2c(=O)[nH]1
1 | -0.5 | i | CS(=O)(=O)N1CCSC1c1ccc(Br)cc1 (stereo not given)
-0.29 | -0.1 | i | O=C(NCc1ccco1)c1cc2ccccc2o1
-0.42 | -1.4 | i | CCOc1ccc(NC(=S)NCc2ccco2)cc1
1.9 | 0.4 | i | O=S(=O)(N/N=C/c1ccc(N2CCOCC2)cc1)c1ccc(Br)cc1
1.3 | 0.3 | i | Cc1onc(-c2ccccc2)c1C(=O)Oc1cccnc1

Part of the list above, as labelled records.
CCc1nc2sccc2c(=O)[nH]1
  Kir21 block = 0.57 | STK33 inh = 0.0 | KCNQ2 block = i

CCOC(=O)N1CCN(S(=O)(=O)c2ccc(C(=O)Nc3nnc(C)o3)cc2)CC1
  Kir21 block = -0.06 | STK33 inh = -0.7 | KCNQ2 block = i

CCOc1ccc(NC(=S)NCc2ccco2)cc1
  Kir21 block = -0.42 | STK33 inh = -1.4 | KCNQ2 block = i

New compounds follow.
Kir21 block | STK33 inh | KCNQ2 block | compound
0.99 | 0.7 | i | CC(=O)c1ccc(Cc2ccc(C(C)=O)cc2)cc1
0.32 | x | i | CCC(OC(=O)CN1C(=O)C(=O)c2ccccc21)C(=O)Nc1ccccc1OC (stereo not given)
-0.87 | 0.0 | i | CCCCOC(=O)C(C)Nc1n[nH]c(=S)[nH]c1=O (stereo not given)
0.29 | -2.0 | i | Cc1ccc(SCC(=O)NC2CC3CCC(C2)N3C)cc1 (stereo not given)
-0.83 | 1.5 | i | COc1ccc(C(=O)C2CCCN(S(=O)(=O)c3cccnc3)C2)c(C)c1 (stereo not given)
2.3 | -0.5 | i | Cc1ccc(S(=O)(=O)NCC(=O)N(CC(=O)NCC2CCCO2)c2cccc(F)c2)cc1 (stereo not given)
0.58 | -1.4 | i | Cc1ccc(NC(=O)COC(=O)Cc2ccsc2)cc1S(=O)(=O)N(C)C
-1.5 | -0.1 | i | CCOP(=O)(OCC)C(Nc1ccccc1)c1cccnc1 (stereo not given)
-0.25 | -1.2 | i | COc1ccc(C2c3c(ccc4ccccc34)Oc3ncn4nc(-c5ccco5)nc4c32)cc1 (stereo not given)
-0.07 | 0.0 | i | O=C(CSc1nnnn1-c1ccc(F)cc1)Nc1nc2ccccc2s1

Whole records, quoted from the list:
CCOP(=O)(OCC)C(Nc1ccccc1)c1cccnc1 (stereo not given) in the list: Kir21 block = -1.5; STK33 inh = -0.1; KCNQ2 block = i
Cc1ccc(NC(=O)COC(=O)Cc2ccsc2)cc1S(=O)(=O)N(C)C in the list: Kir21 block = 0.58; STK33 inh = -1.4; KCNQ2 block = i
Cc1ccc(SCC(=O)NC2CC3CCC(C2)N3C)cc1 (stereo not given) in the list: Kir21 block = 0.29; STK33 inh = -2.0; KCNQ2 block = i

Continued:
Kir21 block | STK33 inh | KCNQ2 block | compound
-0.92 | -0.7 | i | CCn1c(C)nnc1SCC(=O)Nc1ccc(N2CCOCC2)cc1
-0.47 | -1.6 | i | O=C(NCCc1ccccc1C(F)(F)F)C1CCC(=O)N(C2CC2)C1 (stereo not given)
0.46 | 0.0 | i | CCc1ccc(C(=O)CN2C(=O)C(C)N(c3ccc(C)cc3)C2=O)cc1 (stereo not given)
0.89 | -2.4 | i | CCOC(=O)c1c(CC(C)C)csc1NC(=O)c1ccccc1C(=O)O
2.2 | -1.1 | i | Cc1ccccc1N1CCN(Cc2ccc([N+](=O)[O-])o2)CC1
0.32 | -0.2 | i | C=CCC(=O)NC1CC(C)(C)Cc2c1cnn2-c1ccc(C)cc1 (stereo not given)
0.7 | 1.3 | i | Cc1sc2ncnc(NCCN3CCOCC3)c2c1C
-0.46 | 0.3 | -5.9* | Cc1ccc(-c2cc(C(=O)N3CCCC3)c3ccccc3n2)s1
-1.1 | -0.2 | i | O=C1C=C(NCc2ccccc2)C2(CCCCC2)O1
0.1 | x | i | Cc1ccc(C)c(OC(=O)CN2C(=O)c3ccccc3C2=O)c1

Three compounds from above, arranged by their value in Kir21 block, low to high.
SMILES,Kir21 block,STK33 inh,KCNQ2 block
C=CCC(=O)NC1CC(C)(C)Cc2c1cnn2-c1ccc(C)cc1 (stereo not given),0.32,-0.2,i
CCOC(=O)c1c(CC(C)C)csc1NC(=O)c1ccccc1C(=O)O,0.89,-2.4,i
Cc1ccccc1N1CCN(Cc2ccc([N+](=O)[O-])o2)CC1,2.2,-1.1,i

Going on with the list.
Kir21 block | STK33 inh | KCNQ2 block | compound
0.03 | -0.8 | i | O=C(NC(=S)N1CCOCC1)c1ccc([N+](=O)[O-])cc1
-0.32 | -1.6 | i | O=C1Nc2ccccc2C(O)(C(=O)N2CCCCC2)N1c1ccccc1 (stereo not given)
1.6 | -0.6 | i | Cc1ccc(CN2CCN(/N=C\c3cccc([N+](=O)[O-])c3)CC2)cc1
-1.7 | 2.2 | i | Cc1ccc(/C=N/Nc2cc(C)nc(N3CCOCC3)n2)cc1
-0.18 | 0.6 | i | Cc1cccc2cc(/C=N/Nc3ccc(C(=O)O)cc3)c(Cl)nc12
0.12 | -1.9 | i | CCN(CC(=O)Nc1ccc(NC(C)=O)cc1)C(=O)C1CC(=O)N(CCc2ccc(OC)c(OC)c2)C1 (stereo not given)
0.3 | -0.3 | i | Cc1cccc(N2CCN(C(=O)c3nn(C)c4c3CS(=O)(=O)c3ccccc3-4)CC2)c1C
0.05 | 0.0 | i | COC(=O)c1ccc(CSc2ccc3nnc(-c4ccc(OC)c(OC)c4)n3n2)o1
0.02 | -1.0 | i | CCCn1nnnc1NCc1cccc(OC)c1
0.63 | -0.4 | i | COc1ccc(/C=C/S(=O)(=O)NCc2ccccc2)cc1OC
-2.2 | -2.9 | i | O=C(NCC1CCCO1)C1CCCN(S(=O)(=O)c2cccc3nsnc23)C1 (stereo not given)
0.4 | -1.0 | i | O=C(NCc1ccccc1Cl)c1cc(C(=O)C2CC2)c[nH]1
-0.48 | 1.2 | i | CS(=O)(=O)N1CCCC(C(=O)Nc2ccc3c(c2)OCCO3)C1 (stereo not given)
-1.9 | 0.5 | i | CC(C)(C)c1cc(CCC(=O)N2CCNCC2)c(C(C)(C)C)cc1O
0.94 | -2.6 | i | c1ccc(NC2=NCCN2CCC2CCCCC2)cc1
-0.75 | -0.6 | i | CC(/C=N/NC(=O)c1ccncc1)=C\c1ccc(C(C)C)cc1
0.37 | -0.6 | i | CCn1c(NC(=O)c2ccco2)c(-c2ccccc2Cl)c(=O)c2ccccc21
1.1 | -0.6 | i | CCOc1cc2ccccc2cc1C(=O)Nc1ccccn1
-2.3 | -1.4 | i | CCn1c(SCc2ccc(C)cc2)nnc1-c1nn(-c2ccccc2)ccc1=O
-0.03 | -0.4 | i | O=C(NCC1CCCO1)C1CCCN1C(=O)Nc1ccccc1[N+](=O)[O-] (stereo not given)
0.23 | -2.0 | i | COc1ccc(C(=O)CN(C(=O)c2ccc(Cl)cc2)N2C(=O)C3CCCCC3C2=O)cc1 (stereo not given)

Compound activity as filed in PubChem BioAssay.
